Screening data from PubChem BioAssay.
H9c2 protect: modulators protecting cardiomyocytes from myocardial damage. H9c2 cardiomyocytes, H2O2 injury protection, ATPLite, 2 h. protection from H2O2 cell death, % at 20 µM. hit rate 0.63% among 360,000. AID 588492;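 active = compounds giving at least 50% protection of heart cells from peroxide-induced death in the single-dose screen, raw or plate-pattern-corrected value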;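 also: 0% = DMSO wells with peroxide and 100% = DMSO wells without peroxide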
MC4R barr agon: human MC4R agonism via beta-arrestin; P32245; U2OS MC4R beta-arrestin complementation, luminescence; percent of melanotan II response, DMSO zero; activation, % at 8.9 µM; hit rate 0.98% among 360,000;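 active = activation above a per-plate cutoff, the mean activation of sample wells on that plate plus 3 SD, cut at about 8% in these data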
N-glyco inh: N-linked glycosylation inhibition | D54 ERlucT glycosylation luciferase reporter, 24 h; percent of 100 nM tunicamycin response | reporter increase, % at 12.5 µM | hit rate 0.23% among 360,000;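 active = mean luciferase reporter signal, scaled so untreated is 0 and the glycosylation-blocking control 100, at or above a set limit in every replicate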;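 also: luciferase carries N-glycosylation sites so blocking glycosylation raises the light; 0% = median of neutral control wells and 100% = median of 100 nM tunicamycin wells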
Exocytosis inh: blocks lytic granule exocytosis. TALL-104 LAMP-1 surface exposure, flow cytometry; cells stimulated with thapsigargin and PMA. inhibition, % at 10 µM. hit rate 0.66% among 360,000;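 active = inhibition above about 55%, limit read from the data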
ABCB6 inh 2: blocks the human ABCB6 transporter | K562-ABCB6 porphyrin accumulation, flow cytometry, 1 h; hits give low values | AID 602162 | hit rate 0.19% among 360,000 | fluorescence ratio to DMSO, % at 10 µM | Q9NP58;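 active = fluorescence ratio to DMSO below 75%, the collection mean minus 3 SD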;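 also: signal is porphyrin accumulated inside mitochondria; 100% equals median channel fluorescence of DMSO control wells; lower ratio means ABCB6 inhibition with less porphyrin fluorescence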
Target sequence (Q9NP58 whole entry, looked up): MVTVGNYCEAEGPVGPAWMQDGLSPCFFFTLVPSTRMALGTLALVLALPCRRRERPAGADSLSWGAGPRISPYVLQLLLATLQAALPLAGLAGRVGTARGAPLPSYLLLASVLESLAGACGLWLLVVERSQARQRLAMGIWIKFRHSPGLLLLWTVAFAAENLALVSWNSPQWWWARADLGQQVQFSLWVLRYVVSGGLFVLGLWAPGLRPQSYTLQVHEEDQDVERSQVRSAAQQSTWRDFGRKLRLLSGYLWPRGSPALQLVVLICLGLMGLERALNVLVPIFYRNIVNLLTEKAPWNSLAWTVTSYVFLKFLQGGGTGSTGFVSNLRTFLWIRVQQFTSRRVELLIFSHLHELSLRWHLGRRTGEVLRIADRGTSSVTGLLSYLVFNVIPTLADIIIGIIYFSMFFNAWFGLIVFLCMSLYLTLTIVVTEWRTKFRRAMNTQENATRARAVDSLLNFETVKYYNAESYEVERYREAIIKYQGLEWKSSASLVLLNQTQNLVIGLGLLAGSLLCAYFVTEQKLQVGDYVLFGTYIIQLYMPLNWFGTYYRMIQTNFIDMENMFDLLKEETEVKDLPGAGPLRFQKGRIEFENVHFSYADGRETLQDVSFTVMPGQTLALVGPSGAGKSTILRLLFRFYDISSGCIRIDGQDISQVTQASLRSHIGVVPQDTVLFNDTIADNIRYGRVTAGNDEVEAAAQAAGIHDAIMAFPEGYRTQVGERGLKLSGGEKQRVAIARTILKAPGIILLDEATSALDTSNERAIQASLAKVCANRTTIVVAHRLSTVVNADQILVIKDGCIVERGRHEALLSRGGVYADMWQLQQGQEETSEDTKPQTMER
HTR2A ag: agonists of mouse serotonin 5-HT2A receptor (HTR2A); hit rate 0.66% among 360,000; activation, % at 7.6 µM; P35363; CHO-K1 mHTR2A beta-arrestin complementation, luminescence; percent of 30 µM serotonin response;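 active = activation above a run cutoff, the mean activation of all tested compounds plus 3 SD, cut at about 14% in these data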;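 also: 0% = plate median of compound wells and 100% = 30 µM serotonin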
CaV13 FRET inh: Disruptors of the CACNA1D IQ motif to Ca2+-dependent inactivation inhibitor domain association, primary screening, Förster resonance energy transfer in intact living …; HEK cells, CFP/YFP FRET ICDI-IQ, plate reader, 10 min; percent FRET-ratio fall versus neutral wells; AID 743397; hit rate 0.098% among 340,000; inhibition, % at 12.3 µM;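 active = mean replicate inhibition of at least 30% and at least 1% of replicates passing that level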;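 also: 0% = median of the neutral control wells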
MC4R antag cAMP: blocks human MC4R cAMP signaling. MC4R-expressing cells, MTII-stimulated cAMP, LANCE TR-FRET. inhibition, % at 6.5 µM. hit rate 0.48% among 360,000. AID 540295;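 active = inhibition above its plate's cutoff, the mean of tested wells on that plate plus 3 SD, cut at about 29% in these data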;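 also: 0% = Melanotan II alone and 100% = Melanotan II plus saturating MCL0020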
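material = U2OS cells stably expressing human melanocortin 4 receptor (MC4R) | also added = Melanotan II challenge | dosing = single nominal compound dose of 6.5 µM | detection = TR-FRET with Eu-cAMP and labeled anti-cAMP, 671 nm | replication = singlicate | timing = compound 30 min, challenge 1 h, detection 1 h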
ABHD5-PLIN5 inh: blocks binding of human ABHD5 to perilipin-5 | Split G. princeps luciferase complementation, luminescence, 4 h | inhibition, % at 4 µM | hit rate 0.78% among 360,000 | AID 602281;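 active = inhibition above the mean inhibition across every tested compound plus 3 SD, cut at about 22% in these data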;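 also: 0% = DMSO only wells and the 100% control is not disclosed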
PDI inh: blocks human protein disulfide isomerase activity | PDI insulin aggregation turbidity, A650, 90 min | inhibition, % at 10 µM | hit rate 0.052% among 350,000 | P07237 | AID 588391;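 active = mean inhibition across replicates of 30% or more, whatever share of single replicates reach that level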;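 also: absorbance from insulin aggregation driven by PDI reduction with DTT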
Numbers without * were called inactive; . = no result given.

| SMILES | HTR2A ag | MC4R barr agon | ABHD5-PLIN5 inh | PDI inh | ABCB6 inh 2 | H9c2 protect | MC4R antag cAMP | CaV13 FRET inh | N-glyco inh | Exocytosis inh |
| --- | --- | --- | --- | --- | --- | --- | --- | --- | --- | --- |
| CCCCOc1ccc(S(=O)(=O)N2CCN(C)CC2)cc1 | -9 | 1.6 | -2 | -4 | 88 | -5 | 8 | -2 | 1 | -7 |
| COc1ccc(Cl)cc1NC(=O)C/C(C)=N/NC(=O)c1ccc(O)cc1 | -3 | -1.3 | 14 | -3 | 101 | 3 | 5 | -19 | 0 | 1 |
| Cc1ccc(C)c(S(=O)(=O)NCc2ccncc2)c1 | 2 | -1.7 | -5 | 12 | 99 | -21 | 6 | -5 | 0 | -2 |
| CC(NC(=O)COC(=O)CCc1nc2ccccc2c(=O)[nH]1)c1ccccc1 (configuration not stated) | 4 | -2.0 | 2 | 0 | 98 | 35 | 13 | 7 | 2 | 1 |
| COc1ccc(Cn2c(/C=C/c3ccccc3)nc3ccccc32)cc1 | -9 | 0.2 | -3 | 4 | 76 | -17 | -5 | -6 | -13 | 3 |
| CCOC(=O)c1sc2c(c1C)C(c1cccs1)C1=C(CCCC1=O)N2 (configuration not stated) | -6 | 0.2 | -8 | 19 | 102 | 2 | 6 | -2 | 3 | 4 |
| CCn1c(SCC(=O)N2CCCc3ccccc32)nnc1-c1c[nH]c2ccccc12 | -7 | -2.9 | 5 | -6 | 101 | 0 | 5 | . | 7 | 7 |
| COc1ccc(CCC(=O)NCCS(=O)(=O)N2CCN(c3ccc(OC)cc3)CC2)cc1 | 10 | -0.1 | 7 | -4 | 102 | 39 | 27 | -1 | -2 | 11 |
| O=C(Nc1cccc2nsnc12)c1ccc2c(c1)OCO2 | -2 | -1.8 | -8 | -2 | 103 | 23 | 0 | -5 | -2 | 4 |
| CC(=O)c1cccc(NC(=S)N2CCN(S(=O)(=O)c3ccccc3)CC2)c1 | 10 | -1.9 | 4 | 0 | 104 | 4 | 8 | -8 | -1 | -18 |
| CCOC(=O)c1cc(NC(=O)N(C(C)C)C(C)C)c(C)nc1C | 3 | 0.0 | -4 | -14 | 94 | -3 | 1 | -3 | 1 | -2 |
| COC(CN(C)C(=O)C1CCC(CNS(=O)(=O)c2ccc(C)cc2)CC1)OC (configuration not stated) | 4 | -0.5 | 0 | 20 | 100 | -2 | 4 | -20 | 0 | 42 |
| CCCCOC(=O)c1ccc(NC(=O)CSc2nnnn2C)cc1 | 6 | -0.4 | 4 | -5 | 92 | -1 | 24 | -5 | 0 | 0 |
| CC(C)Oc1cccc(NC(=O)C2(C)CCN2C(=O)C(C)C)c1 (configuration not stated) | -5 | -0.8 | 0 | -2 | 97 | -1 | 10 | -5 | 0 | -3 |
| CCOc1ccc(CNC(=O)CCS(=O)(=O)Cc2ccc(C)cc2)cc1OC | -3 | -0.5 | 10 | -5 | 96 | 2 | 2 | 1 | 2 | 3 |
| COc1ccc(NC(=O)CC2Nc3cc(C)c(C)cc3NC2=O)c([N+](=O)[O-])c1 (configuration not stated) | 7 | 1.7 | 4 | -9 | 93 | 1 | -4 | -4 | 4 | -3 |
| COCC(=O)N/N=C/c1ccc(Sc2nc3ccccc3s2)o1 | -7 | -1.7 | -2 | -1 | 95 | -2 | -4 | -4 | 2 | 1 |
| CCCCN(C(=O)c1[nH]c(C)c(C(=O)OCC)c1C)c1c(N)n(CCCC)c(=O)[nH]c1=O | 3 | -2.1 | 5 | 3 | 101 | 3 | 6 | -2 | 1 | -4 |
| COc1ccccc1C(=O)Nc1ccnn1C1CCN(Cc2cc(C)c(C)cc2C)CC1 | -9 | -0.2 | 3 | 13 | 99 | 1 | 0 | -3 | -1 | 3 |
| CC(C)=CC(O)C/C(C)=C/COc1ccc2ccc(=O)oc2c1 (configuration not stated) | -3 | -0.5 | -6 | . | 100 | -6 | 8 | . | -19 | 0 |
| COC(=O)c1[nH]c2cc(C)ccc2c1NC(=O)CN1CCc2cc(OC)c(OC)cc2C1 | -2 | 0.6 | 6 | -5 | 103 | 5 | -1 | . | 0 | -2 |
| C[C@H](CO)N1C[C@H](C)[C@@H](CN(C)S(C)(=O)=O)OCc2cnnn2CCCC1=O | -3 | -0.6 | 6 | -3 | 108 | -2 | 0 | -8 | 0 | -12 |
| CCOC(=O)[C@@H]1[C@H]2COc3cc(OC)ccc3[C@H]2N2C(=O)N(c3cccc(F)c3)C(=O)[C@]12C | 5 | -0.2 | -10 | -2 | 105 | -6 | 7 | -5 | 2 | 0 |
| O=[N+]([O-])c1ccc(O)c(C=Nc2cccc3ccccc23)c1 | -6 | -2.2 | -4 | -5 | 103 | -19 | 12 | 0 | 7 | 35 |
| O=C(CSc1nnc(NC(=O)Cc2ccc(F)cc2)s1)NCc1ccco1 | 3 | 1.4 | 4 | 5 | 89 | 6 | 9 | 5 | 1 | -3 |
| CCCN(CC(=O)Nc1ccccc1C)C(=O)c1oc2ccc(OCC)cc2c1C | -11 | -1.9 | -6 | -17 | 101 | -4 | -3 | -6 | -3 | 3 |
| CCN(C(N)=S)c1ccccc1 | -3 | 0.3 | 1 | 8 | 93 | -10 | -3 | -1 | 2 | 0 |
| Cc1ccc(NC(=O)c2cnn(-c3ccccc3)c2NC(=O)c2ccco2)cc1C | -5 | -0.6 | -1 | -3 | 98 | 9 | -2 | . | 0 | 1 |
| COc1ccc(NC(=S)N2CCNC(=O)C2CC(=O)Nc2cccc(Cl)c2C)cc1 (configuration not stated) | -1 | -2.7 | -1 | 9 | 105 | 0 | 9 | -5 | 3 | -3 |
| O=C(NCc1ccccn1)C1CCN(S(=O)(=O)N2CCCCC2)CC1 | 2 | -1.1 | -4 | -5 | 92 | 2 | -2 | . | 2 | 5 |
| C#CCCOC(=O)N1C2=NC(C(=O)OC)=C(C(=O)OC)[C@@H]3N(C)c4ccccc4[C@]23C[C@H]1C(=O)OC | 12 | -0.1 | -6 | 0 | 97 | 8 | -1 | -8 | 23 | 0 |
| COC(=O)c1ccc(Sc2ccccc2NS(=O)(=O)c2ccc(OC)cc2)nc1 | 1 | -1.2 | -4 | -4 | 95 | -3 | -2 | -3 | -3 | 1 |
| CNC[C@@H]1OCc2ccccc2-c2c(n(C)c3ccccc23)C(=O)N([C@H](C)CO)C[C@@H]1C | 6 | -1.3 | 5 | -1 | 101 | -1 | 3 | -4 | 1 | 2 |
| CCc1ccc(NC(=O)CCNC(=O)Cn2ccc3ccccc3c2=O)cc1 | 2 | -2.1 | 2 | -4 | 165 | -4 | 4 | -2 | 2 | -1 |
| CCN(CC)c1ccc(NC(=O)CCCCC(=O)Nc2ccc(N(CC)CC)cc2)cc1 | 6 | 1.4 | 4 | -7 | 102 | -4 | 7 | -4 | -4 | 21 |
| CCn1cnc2cc(NCc3ccc(N(C)C)cc3)ccc21 | -12 | -1.1 | 5 | 4 | 100 | 0 | 2 | -3 | -7 | 11 |

A different layout for part of the listing above:
Value order: HTR2A ag	MC4R barr agon	ABHD5-PLIN5 inh	PDI inh	ABCB6 inh 2	H9c2 protect	MC4R antag cAMP	CaV13 FRET inh	N-glyco inh	Exocytosis inh
- O=C(NCc1ccccn1)C1CCN(S(=O)(=O)N2CCCCC2)CC1
→ 2	-1.1	-4	-5	92	2	-2	.	2	5
- C#CCCOC(=O)N1C2=NC(C(=O)OC)=C(C(=O)OC)[C@@H]3N(C)c4ccccc4[C@]23C[C@H]1C(=O)OC
→ 12	-0.1	-6	0	97	8	-1	-8	23	0
- COC(=O)c1ccc(Sc2ccccc2NS(=O)(=O)c2ccc(OC)cc2)nc1
→ 1	-1.2	-4	-4	95	-3	-2	-3	-3	1
- CNC[C@@H]1OCc2ccccc2-c2c(n(C)c3ccccc23)C(=O)N([C@H](C)CO)C[C@@H]1C
→ 6	-1.3	5	-1	101	-1	3	-4	1	2
- CCc1ccc(NC(=O)CCNC(=O)Cn2ccc3ccccc3c2=O)cc1
→ 2	-2.1	2	-4	165	-4	4	-2	2	-1
- CCN(CC)c1ccc(NC(=O)CCCCC(=O)Nc2ccc(N(CC)CC)cc2)cc1
→ 6	1.4	4	-7	102	-4	7	-4	-4	21
- CCn1cnc2cc(NCc3ccc(N(C)C)cc3)ccc21
→ -12	-1.1	5	4	100	0	2	-3	-7	11

(more compounds)
| SMILES | HTR2A ag | MC4R barr agon | ABHD5-PLIN5 inh | PDI inh | ABCB6 inh 2 | H9c2 protect | MC4R antag cAMP | CaV13 FRET inh | N-glyco inh | Exocytosis inh |
| --- | --- | --- | --- | --- | --- | --- | --- | --- | --- | --- |
| CCOC(=O)C1CCCN(C(=O)Cc2ccc(C)cc2)C1 (configuration not stated) | 1 | -0.2 | 6 | 20 | 90 | 14 | 8 | -4 | 0 | 1 |
| COCCNc1nc2nonc2nc1N1C[C@H]2CC[C@H]1C2 | 1 | 2.8 | 12 | -11 | 82 | 19 | 4 | -6 | 1 | 3 |
| COC(=O)c1sc(NC(=O)/C=C/c2ccc(C)o2)nc1C | 2 | 12* | 3 | 4 | 91 | 10 | -1 | -3 | 0 | 8 |
| COc1ccc(C(C)=O)cc1COC(=O)C1CC(=O)N(Cc2ccccc2)C1 (configuration not stated) | -3 | -3.1 | -4 | 0 | 93 | 4 | 0 | -11 | 1 | 1 |
| CCOC(=O)CNC(=O)c1ccccc1Br | 5 | -0.9 | 1 | 2 | 109 | 6 | -1 | -1 | 0 | 1 |
| CC1CCCC(NC(=O)c2ccc(COc3ccccc3)o2)C1C (configuration not stated) | -1 | -1.4 | -3 | 5 | 93 | -9 | -1 | -10 | -4 | 0 |
| C[C@H](NS(=O)(=O)c1ccc2c(c1)OCCCO2)C(=O)N1CCN(c2ccc(F)cc2)CC1 | -6 | 1.4 | -1 | 2 | 99 | -8 | 6 | -3 | 3 | 2 |
| CC(C)NC(=O)Cn1c(=O)n(CC(=O)N2CCCCC2)c(=O)c2sccc21 | 4 | -1.2 | 0 | 5 | 99 | -2 | 12 | -3 | -1 | -3 |
| O=C(NCCCn1ccnc1)c1cccc(S(=O)(=O)NCc2ccccc2)c1 | 0 | -3.1 | 1 | 8 | 97 | -2 | 13 | -18 | 2 | -2 |
| O=C(c1ccc(Cn2c(=O)[nH]c3ccccc3c2=O)cc1)N1CCN(c2ccccc2)CC1 | -7 | 3.6 | 8 | 4 | 99 | 3 | -5 | -5 | -3 | 1 |
| Cc1ccc(NC(=O)CNCc2ccccc2)c(Br)c1 | 1 | -0.5 | 0 | 4 | 96 | 3 | 0 | 4 | 0 | -1 |
| C=CCc1ccc(OCC(O)CN2CCN(c3ccccc3)CC2)c(OC)c1 (configuration not stated) | 2 | 1.7 | 1 | 3 | 100 | -8 | 7 | -18 | 0 | 16 |
| COc1ccc(C(=O)Nc2cc(OC)ccc2OC)cc1 | 0 | -1.7 | 3 | -7 | 93 | 1 | -1 | . | -2 | 2 |
| O=C1CC2(CCCC2)C(=O)N1CN1CCN(S(=O)(=O)c2ccc(F)cc2F)CC1 | -1 | -2.3 | 2 | 16 | 98 | 0 | -4 | -7 | 0 | 2 |

Rows are unselected. Share with any hit: about 4.2%.
